# Source: PubChem BioAssay
# aSyn yeast rescue: qHTS of alpha-syn Inhibitors: NCGC Sytravon Library Screen; S. cerevisiae alpha-synuclein toxicity rescue, BacTiter-Glo growth, 24 h; Potency, µM (doses to about 46.1 µM), without a hit: at the top dose growth rescue (activation), most hits filed as activators; 0.02% of 94,000 active; AID 1347070, 2019; active means well fitted activation curve with a large enough effect; inconclusive means small, poorly fitted or top-dose-only effect; further: 0% is about no effect
#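 Growth restoration measured by BacTiter-Glo luminescence after 24 hr at 30 deg C; alpha-synuclein yeast, raffinose-pregrown to mid-log, were added at OD600=0.02 in galactose medium onto pinned compounds.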
# The depositor's hits bear a star; ? = inconclusive; & = joins results of further samples; [ ] = another dose, or the depositor's remark. Potency means the concentration at half of the fitted maximal effect. Some of the compounds tested (hit frequency here may not be typical).
SMILES | aSyn yeast rescue
O=C(c1ccc([N+](=O)[O-])s1)N1CCN(c2ccccn2)CC1 | 4.1%
CCN(CC)S(=O)(=O)c1ccc(C(=O)NCCOC(=O)c2ccc(F)cc2F)cc1 | -10.8%
Cc1ccc(NC(=O)CN(C)C(=O)CSc2nnc(C(F)(F)F)n2C)cc1 | 1.3%
COc1ccc(CCNC(=O)c2ccc(N(C)S(=O)(=O)c3ccccc3)cc2)cc1 | -5.4%
O=C(CN(C(=O)c1csnn1)c1cccc2ccccc12)NC1CCCC1 | 9.0%
Cc1ccc(NC(=O)c2ccc(=O)n(CC(=O)Nc3ccccc3)n2)cc1 | -0.5%
CCCn1c(C2CC(=O)N(c3cc(OC)ccc3OC)C2)nc2ccccc21 (stereo unspecified) | -5.1%
C[C@H]1CN([C@@H](C)CO)S(=O)(=O)c2ccc(Br)cc2O[C@H]1CN(C)Cc1ccc(F)cc1 | 4.8%
COC(=O)c1cc(S(=O)(=O)N2CCCCC2)ccc1N1CCOCC1 | -2.5%
CCOC(=O)N1CCN(C(=O)Nc2cccc3ccccc23)CC1 | -6.4%
COc1cccc(N2CCN(c3ncnc4c3c(-c3ccccc3)cn4-c3ccc(F)cc3)CC2)c1 | 0.6%
CC(C)CNC(=O)C(=O)Nc1ccc2c(c1)N(S(=O)(=O)c1cccs1)CCC2 | 1.3%
Cc1cc(C)cc(NC(=O)NCCc2c(C)nn(C)c2C)c1 | -0.9%
Cc1c(NC(=O)c2cc(=O)c3cc(Cl)ccc3o2)c(=O)n(-c2ccccc2)n1C | 2.6%
O=C1CC(c2ccccc2)c2c(n3ncnc3[nH]c2=O)N1 (stereo unspecified) | -0.4%
COc1ccc(-c2nc3nc(C)cc(Nc4cccc(C(F)(F)F)c4)n3n2)cc1 | -5.6%
O=C(CN1C(=O)C2(SCC(=O)N2c2cccc(F)c2)c2ccccc21)NCCc1ccccc1 (stereo unspecified) | 3.5%
Cc1ccc(C)c(C(=O)CCC(=O)NNC(=O)Cn2nc(C)cc2C)c1 | -12.1%
O=C1N(Cc2cccc(Cl)c2)C[C@@H]2C[C@@H](c3cccn3-c3ccccn3)N3CCC[C@@]123 | 0.9%
CCOc1ccccc1NC(=O)Cn1nnc2sc(-c3ccccc3)cc2c1=O | -0.9%
COc1cccc(CN2CCN(Cc3cc4ccccc4[nH]3)CC2CCO)c1 (stereo unspecified) | -4.2%
CC(C)(CC(=O)OCC(=O)Nc1ccccc1F)CC1=NS(=O)(=O)c2ccccc2N1 | 5.4%
Cc1cc2ccccn2c1C(=O)c1ccccc1Br | 11.9%
Cc1ccc(CNC(=O)C(CC(C)C)OC(=O)c2ccco2)cc1 (stereo unspecified) | 4.8%
CC(Oc1cccc(Cl)c1)C(=O)Nc1cc(S(=O)(=O)N2CCOCC2)ccc1N1CCCCC1 (stereo unspecified) | 1.6%
COc1cc(-c2cc(=O)c3ccccc3o2)ccc1O | -2.9%
Cc1ccc(S(=O)(=O)NCc2nnnn2-c2ccc(F)cc2)cc1 | -1.0%
COc1cc(C(=S)NCc2ccccc2)cc(Br)c1O | 8.2%
CSCCC(NC(=O)COc1ccccc1)C(=O)N1CCCC(C(F)(F)F)C1 (stereo unspecified) | 1.2%
COc1cc(C2=Nc3ccc(Br)cc3C(c3ccccc3)N2CC(=O)NN)cc(OC)c1OC (stereo unspecified) | -4.6%
COc1ccc(C(=O)Nc2cccc(-c3ccc4nncn4n3)c2)cc1 | 1.8%
CCN(Cc1ccccc1)C(=O)c1cc2ccc3cccnc3c2[nH]1 | -0.4%
CCc1ccc(CN(Cc2ccco2)C(=O)COc2ccc(Cl)c(C)c2)cc1 | 10.3%
Cc1ccc([N+](=O)[O-])cc1S(=O)(=O)n1ccnc1C | 16.0%
Cc1ccc(C2CC(c3cccc(C)c3)n3ncnc3N2)cc1 (stereo unspecified) | -5.0%
CCC1=Nc2cc(C(=O)NCC(C)c3ccccc3)ccc2Sc2ccc(C)cc21 (stereo unspecified) | 7.3%
O=C(c1ccc(NC(=S)NCc2ccco2)cc1)N1CCCCC1 | 4.6%
Cc1ccc(NS(=O)(=O)c2ccc(C)c(NC(=O)c3ccc(S(=O)(=O)N4CCCCCC4)cc3)c2)c(C)c1 | 1.0%
O=c1c2ccccc2nc(/C=C/c2cccc3ccccc23)n1-c1ccc(F)cc1F | 3.0%
O=C(c1csc2c1CCCC2)n1cccn1 | 2.8%
O=C(CCc1nc2cccnc2n1Cc1ccccc1)NCc1cccc(Cl)c1 | -13.3%
CCOc1ccccc1NC(=O)Cn1nnc(C(=O)NCc2cccs2)c1N | -0.5%
Cn1cccc1CNC(=S)Nc1cc(F)cc(F)c1 | -10.9%
COc1ccc(OC)c(CNS(=O)(=O)c2ccc3[nH]c4c(c3c2)CCCCC4)c1 | ?
COc1cccc(OCCCCn2c(-c3ccc(Cl)cc3)nc3ccccc3c2=O)c1 | -6.6%
COc1ccc(-n2ncc(C(=O)NCc3ccccc3)c2C2CCN(C(=O)OC(C)(C)C)CC2)cc1 | 1.8%
CC1=C(C(=O)OCC2CCCCC2)C(c2c(F)cccc2Cl)CC(=O)N1 (stereo unspecified) | 0.3%
CC(=O)c1cccc(NC(=O)CCS(=O)(=O)c2cc(Br)cc3c2N(C(=O)C2CC2)CC3)c1 | -8.7%
CCOC(=O)NN1C(=O)c2ccccc2NC1c1ccc(N(C)C)cc1 (stereo unspecified) | -3.8%
Cc1ccc(Nc2cc(C)c(C#N)c3nc4ccccc4n23)cc1Cl | -8.0%
COc1ccc(NC(=O)Cn2cnc3ccc(S(=O)(=O)N4CCC(C)CC4)cc3c2=O)cc1OC | -9.1%
O=C(OCCCN=C1NS(=O)(=O)c2ccccc21)c1ccc([N+](=O)[O-])cc1 | 1.7%
Cc1ccc(C)c(N2CCN(C(=O)c3cc4c(=O)oc5ccccc5c4s3)CC2)c1 | ?
Cc1n[nH]c(=S)n(NC(=O)CC(=O)Nn2c(=S)[nH]nc(C)c2=O)c1=O | -5.7%
Cc1cccc(N2CCN(Cc3nnc(-c4cccc(Br)c4)o3)CC2)c1C | 7.5%
O=C(NC1CCN(C(=O)Nc2ccc(F)cc2)CC1)c1ccc(F)cc1 | 1.2%
CCCCn1c(=O)c2oc3ccccc3c2n(Cc2ccccc2C)c1=O | -0.6%
O=C(NC1CCCC1)c1cc(-c2ccccc2O)on1 | -12.6%
COc1cccc(CNC(=O)c2ccc(C)c(NC3=NC4CS(=O)(=O)CC4S3)c2)c1 (stereo unspecified) | -10.3%
Cc1[nH]n(C)c(=O)c1C(=O)c1c(-c2ccccc2Cl)noc1C | 3.3%

# Further compounds follow.
SMILES | aSyn yeast rescue
Cc1ccc(OCc2ccc(-c3ccccc3)cc2)c([N+](=O)[O-])n1 | -4.2%
Cc1ccc(S(=O)(=O)/N=C(\Nc2cc(C)on2)c2ccc(Cl)cc2)cc1 | 7.5%
COc1ccccc1C(=O)OCC(=O)NC12CC3CC(CC(C3)C1)C2 | -43.8%[inhibitor]
COc1ccccc1-c1nnc(SC(C)C(=O)Nc2ccc(C(N)=O)cc2)o1 (stereo unspecified) | -0.7%
CCc1ccc(/C=N/NC(=O)c2cc(C)on2)s1 | -0.9%
COc1ccc(S(=O)(=O)NC(C)C(=O)NCc2cccnc2)cc1C (stereo unspecified) | -8.5%
CCOC(=O)COc1cc(O)c2c(=O)cc(-c3ccccc3)oc2c1 | 1.4%
COc1ccc(CCNc2nc(SCc3ccc(F)cc3)nc3ccccc23)cc1OC | -15.6%
Cc1ccc(CNC(=O)COC(=O)c2ccc(Cl)c(N)c2)cc1 | 1.4%
COc1ccc(NC(=O)Cn2c(=O)n(CC3CCCO3)c(=O)c3ccccc32)cc1 (stereo unspecified) | 1.4%
Cc1ccc(C(=O)N2CCN(S(=O)(=O)c3ccccc3)CC2)cc1 | 3.0%
COc1ccc2nc3oc(C(=O)N(C)c4ccc(Cl)cc4)cc3cc2c1 | -3.7%
O=C(CSc1nc2cc(C(=O)NC3CCCC3)ccc2c(=O)n1CC1CCCO1)c1ccc(F)cc1 (stereo unspecified) | 4.7%
Cc1cccc(NC(=O)c2c(C)cc(C)nc2SCC(=O)Nc2c(C)cc(C)cc2C)c1 | 5.4%
Nc1ccn([C@@H]2O[C@H](CNCc3cc(Cl)ccc3OCc3ccc(Cl)cc3)[C@@H](O)[C@H]2O)c(=O)n1 | -6.8%
CCN(CC(=O)Nc1ccc(NC(C)=O)cc1)C(=O)/C=C/c1c(C)nn(-c2ccc(F)cc2)c1Cl | 1.0%
O=C(c1ccc2c(c1)CCCC2)N1CCN(c2nc3ccc(F)cc3s2)CC1 | -12.0%
O=C(CSc1nnc2n1CCCCC2)Nc1ccc(N2CCOCC2)cc1 | 2.4%
Cc1ccc(NC(=O)c2ccc3c(c2)NC(=O)c2ccccc2S3)c(Cl)c1 | 21.6%
O=C(CSc1nnc(-c2cccnc2)o1)Nc1ccc(Br)cc1 | 0.6%
COc1ccc(NC(=O)CN2C(=O)c3ccccc3Sc3ccc(C(=O)N4CCOCC4)cc32)c(OC)c1 | -4.1%&7.2%
O=C(Nc1ccc(Br)cc1)c1ccc(Cl)c(S(=O)(=O)N2CCCCCC2)c1 | -0.9%
COc1ccc(CN(CC(=O)NCc2ccccc2)C(=O)CCC(=O)Nc2cc(C)ccn2)cc1 | -6.5%
COc1ccc(Cn2ccnc2SCC(=O)Nc2nc3ccccc3s2)cc1 | ?
Cc1nc(-c2ccc(S(=O)(=O)NCc3ccc(N(C)C)cc3)cc2)co1 | -0.9%
CCS(=O)(=O)N1CCN(C(=O)c2ccccc2[N+](=O)[O-])CC1 | 5.9%
CCCCCCOc1ccc(C2C(=O)N(C3CCCCC3)CC(=O)N2CCC)cc1 (stereo unspecified) | -14.3%
CCc1nc(SCC(=O)Nc2cccc(C(F)(F)F)c2)c2c(=O)n(C)c(=O)n(C)c2n1 | -4.4%
Cc1cc(C)cc(-n2ccnc2SCC(=O)Nc2ccc3c(c2)OCO3)c1 | 0.3%
CC(C)CCN(C(=O)Nc1ccccc1)C(C)c1cccs1 (stereo unspecified) | -1.7%

# Some of these compounds in order of length of the SMILES, smallest number first:
SMILES | aSyn yeast rescue
COc1ccccc1-c1nnc(SC(C)C(=O)Nc2ccc(C(N)=O)cc2)o1 (stereo unspecified) | -0.7%
Cc1ccc(S(=O)(=O)/N=C(\Nc2cc(C)on2)c2ccc(Cl)cc2)cc1 | 7.5%
COc1ccc(-n2ncc(C(=O)NCc3ccccc3)c2C2CCN(C(=O)OC(C)(C)C)CC2)cc1 | 1.8%
CCN(CC(=O)Nc1ccc(NC(C)=O)cc1)C(=O)/C=C/c1c(C)nn(-c2ccc(F)cc2)c1Cl | 1.0%

# Other records follow.
SMILES | aSyn yeast rescue
COc1ccc(N2CCN(Cc3nnc(-c4cccc(Br)c4)o3)CC2)cc1 | 1.3%
CCN(CC)C(=O)C(=O)Nc1ccc(OC)c(Cl)c1 | 7.3%
COc1ccccc1C(=O)Nc1cccc(C(=O)OCc2cc(=O)n3nc(C)sc3n2)c1 | 0.3%
COc1ccc(C(=O)Nc2cc(C)on2)cc1S(=O)(=O)N1CC(c2ccccc2)CC1=O (stereo unspecified) | 1.2%
O=C(C1=NN[C@@H]2C(=O)N(Cc3ccccc3)C(=O)[C@H]12)c1ccc([N+](=O)[O-])cc1 | -7.7%
CN(C)S(=O)(=O)Nc1cc(Cl)cc(Cl)c1 | 13.9%
Cc1ccc(OCC(=O)Nc2ccccc2C(=O)OCc2cc(=O)n3ccsc3n2)cc1C | -6.4%
COc1cc(NC(=O)CNC(=O)Cn2cnc3sc(C)c(C)c3c2=O)cc(OC)c1OC | 11.9%
CN(CC(=O)Nc1ccc(F)c(F)c1F)C(=O)C1CCCN1C(=O)c1cccs1 (stereo unspecified) | -7.6%
CCc1ccccc1NC(=O)Cn1c(=O)n(C(C)C)c(=O)c2oc3ccccc3c21 | -10.4%
CSc1nc(O)c(Nc2cccc(Cl)c2)c(=O)[nH]1 | -9.1%
COC(=O)C1CSC(C(=O)OC)N1C(=O)CN1CCN(c2ccccc2)CC1 (stereo unspecified) | -17.9%
C[C@H]1CN([C@@H](C)CO)S(=O)(=O)c2ccc(C#CC3CC3)cc2O[C@H]1CN(C)C(=O)c1cccnc1 | 1.8%
CC(=O)Nc1ccc(SCC(=O)NC(=O)c2ccc(Cl)cc2)cc1 | -4.2%
COc1ccc(-n2c(=O)c3c(c4cc(OC)ccc4n3C)n(Cc3cccc(OC)c3)c2=O)cc1 | -6.6%
CC(=O)c1ccc2c(c1)OCCOCCOCCOCCOCCO2 | -16.4%
Cc1cccc(C(=O)NC(CC(=O)O)c2ccc(OC3CCCC3)cc2)c1[N+](=O)[O-] (stereo unspecified) | -1.7%
O=c1c2sc3ccccc3c2n(Cc2cccc(Cl)c2)c(=O)n1Cc1ccc(F)cc1 | 5.3%
CCOC(=O)c1[nH]c(C)c(CCC(=O)NCc2ccc(OC)cc2)c1C | -0.7%
CC(OC(=O)CCN=C1NS(=O)(=O)c2ccccc21)C(=O)NCc1ccccc1 (stereo unspecified) | 1.1%
C=CCc1c(O)c(CC)cc2c(C)cc(=O)oc12 | -8.8%
COc1ccc(-c2csc(Nc3ccc(C)cn3)n2)cc1 | -31.7%[inhibitor]
Cc1cc(=O)c2cc(C(=O)Nc3ccc(F)cc3)ccc2[nH]1 | 3.2%
COC(=O)c1cc(C(=O)OC)cc(-n2c(C)cc(C(=O)COC(=O)CNS(=O)(=O)c3ccc(C)cc3)c2C)c1 | 5.5%
C/C(=N\NC(=O)CNC(=O)c1cccc(F)c1)c1ccc2ccccc2c1 | -4.8%
CCc1ccc(OCC(=O)NNC(=O)c2cc(S(=O)(=O)N(C)C)ccc2N2CCCC2)cc1 | 5.4%
O=c1cc2nc(-c3ccccc3)nc(SCCOc3ccc(Cl)cc3)n2[nH]1 | -14.5%
O=C(COC(=O)c1ccccc1)NCCCCc1ccccc1 | -2.9%
